Assay outcomes as filed in PubChem BioAssay.
S3 lipid droplet = qHTS Assay for Lipid Storage Modulators in Drosophila S3 Cells; Drosophila S3 cells, BODIPY lipid droplet fluorescence, 18-24 h; cells fed with added oleic acid; lipid storage change, negative = inhibition, % at the top dose, mostly 46.1 µM; hits show Potency in µM; hit rate 0.64% among 320,000; AID 2685, 2010; active = well fitted inhibition curve with a large enough effect in the signal ratio, with a control signal flat, not every such curve was filed as active; inconclusive = small, poorly fitted or top-dose-only effect, or effect the other way, or a change in a side signal; the % refers to the signal ratio
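Laser-scanning cytometry quantifies lipid droplet accumulation (500–530 nm total intensity; droplet/cell object ratio) in oleic acid-fed (400 uM added) Drosophila S3 cells treated with a concentration series. 20 uM Triacsin C defined 100% inhibition.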
S3 lipid droplet cell count max = also measured in S3 lipid droplet; calls as there; cell number change, %; measured here: cell count max response;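 cells counted by Cell Tracker Red CMTPX staining in the red channel; peak over a dose series mostly up to 46.1 µM; percent activity relative to internal control wells on each plate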
* = called active by the depositor; i = inactive; ? = inconclusive; . = no result given. % is scaled to controls: 0 for no effect and ±100 for the full control effect; potency is read from the fitted curve at half-maximal effect. This is a subset; rates above refer to the full screens.

SMILES	S3 lipid droplet	S3 lipid droplet cell count max
COc1ccc(CCNc2nc(-c3ccc(NC(C)=O)cc3)cs2)cc1OC	3%	2
COc1cc(/C=C2/C(=N)N3C(=NC2=O)SN=C3S(C)(=O)=O)ccc1OS(=O)(=O)c1ccccc1	i	-27
CCOC(=O)Cc1[nH]nc2c1C(c1ccsc1)C(C#N)=C(N)O2 (centres undefined)	?	.
CC(C)C(NC(=O)Cc1ccccc1[N+](=O)[O-])C(C)C	4%	10
CCCCn1c(-c2ccco2)nc2oc3ccccc3c(=O)c2c1=O	-9%	-12
COC(=O)Sc1nnc(-c2ccc(Br)cc2)o1	0%	9
CCOc1ccc(S(=O)(=O)N2CCCCC2)cc1NC(=O)CN1C(=O)NC(C)(C2CC2)C1=O (centres undefined)	?	.
Cc1ccn2c(=O)c(NC(=O)c3ccc(Br)o3)c(C)nc2c1	?	.
COc1ccc(N(C(C)C(=O)Nc2cccnc2)S(C)(=O)=O)cc1 (centres undefined)	-9%	8
Cc1noc(C)c1COc1cccc(C(=O)N(C)Cc2cccs2)c1	-2%	-11
CCCCN(CCCC)C(=O)c1cc2ccccc2c(=O)o1	14%	1
COC(=O)CNC(=O)c1ccccc1C	-4%	17
CCOCCN1CCN(c2c3c(nc4cc(-c5ccc(F)cc5)nn24)CCC3)CC1	18%	5
O=C(/C=C/c1ccc(O)c(O)c1)OC(Cc1ccc(O)c(O)c1)C(=O)O (centres undefined)	?	.
CC(C)c1ccc(O)c(NC(=O)c2ncn[nH]2)c1	-17%	0
COCc1c(N)c(C)nc(Cl)c1C#N	-7%	-8
NC(=O)c1ccccc1NS(=O)(=O)c1ccccc1	?	.
Cc1ccc(S(=O)(=O)NCCC(=O)OCC(=O)Nc2cccc(Cl)c2)cc1	?	.
Brc1ccccc1OCCN1CCOCC1	?	.
CCOc1ccccc1NC(=O)/C=C/c1ccccc1[N+](=O)[O-]	?	.
Cc1ccc(Cl)cc1NS(=O)(=O)c1ccc2c(c1)NC(=O)C(C)C(=O)N2 (centres undefined)	3%	9
CCn1c2ccccc2c2cc(CN3CCN(S(C)(=O)=O)CC3)ccc21	-12%	6
CCN(CC)S(=O)(=O)c1ccc(C)c(NC(=O)CSc2ncc(C(F)(F)F)cc2Cl)c1	14%	-14
Cc1nc(N2CCCCC2C)c2c(C)c(C(=O)Nc3cccc(C(F)(F)F)c3)sc2n1 (centres undefined)	6%	-8
COc1cc(C(=O)OCCc2cc3ccccc3c(=O)o2)cc(OC)c1OC	?	.
COc1ccc(N2CCN(C(=O)CSc3ccccc3N)CC2)cc1	?	.
Cc1ccc(C(c2c(C)[nH][nH]c2=O)c2c(C)[nH][nH]c2=O)cc1	?	.
COc1cc(CNn2cnnc2)ccc1OCC(=O)NC1CCCCC1	?	.
Cc1ccc(N2C(=O)[C@@H]3C(c4ccc(F)cc4)=NO[C@@H]3C2=O)cc1	?	.
COc1ccc(-c2cc(C(=O)Nc3ccc(O)cc3)c3ccccc3n2)cc1OC	?	.
CCCN1Cc2cccc(C(=O)NCCCOC(C)C)c2C1=O	i	2
COC(=O)c1ccccc1NC(=O)CCS(=O)(=O)c1ccc(Br)s1	i	.
CCOC(=O)c1sc(NC(=O)C2CC(=O)N(c3ccc4c(c3)OCCO4)C2)nc1C (centres undefined)	?	.
COc1ccc(CN(C)C(=O)Cc2ccc(S(=O)(=O)N3CCOCC3)s2)cc1OC	?	.
COc1ccc(C(=O)NCCC2=CCCCC2)cc1S(=O)(=O)N1CCOCC1	8%	8
Cc1ccc(C2C=C(c3ccc4c(c3)OCO4)Nc3ncnn32)cc1 (centres undefined)	-5%	.
O=C1NC2(CCCCC2)Cc2ccccc21	21%	2
COc1cc(Cl)ccc1OCc1cc(C(=O)NC(C)Cc2cccnc2)no1 (centres undefined)	-25%	-8
O=C(Nc1ccc2c(c1)OCO2)C(c1ccc(Cl)cc1)N1CCC2(CC1)OCCO2 (centres undefined)	?	.
C/C(CC(=O)NCc1ccc(Cl)cc1)=N\NC(=O)Cc1ccccc1	?	.
COC(=O)c1cc(C)sc1NC(=O)CN1CCN(C(=O)C2CCCO2)CC1 (centres undefined)	i	-1
CCc1ccc(NC(=O)Cn2cnc3sc(C)c(S(=O)(=O)N4CCOCC4)c3c2=O)cc1	?	.
CN(c1ccccc1)S(=O)(=O)c1cccc(C(=O)OCC(=O)NCCCN2CCCC2=O)c1	?	.
CCC(C)NC(=O)c1ccc(COc2ccccc2Cl)cc1 (centres undefined)	?	.
Cc1ccc2cc(C)c3nnc(SCC(=O)N4CCN(C(=O)c5ccco5)CC4)n3c2c1	?	.
O=C1CC(c2ccc3c(c2)OCO3)CN1 (centres undefined)	12%	1
COC(=O)c1ccc2c(=O)n(CCN3CCOCC3)c(=S)[nH]c2c1	?	.
COc1ccc(-c2ccc(SCC(=O)N3CCCC3)nn2)cc1OC	?	.
CC(C)(C)OC(=O)NCCCCCc1nnc(SCc2ccccc2F)o1	?	.
COc1ccccc1OCC(=O)N/N=C/C=C/c1ccc([N+](=O)[O-])o1	?	.
CC(C)N(Cc1ccccc1)C(=O)COC(=O)c1ccc2c(c1)OCCO2	0%	2
COc1cc(C(=O)N(Cc2ccccc2)c2cccc(C)c2)ccc1OC(F)F	i	-36
O=C(COc1ccc(C(=O)NCCN2CCOCC2)cc1)Nc1cccc(C(F)(F)F)c1	16%	15
Cc1ccccc1S(=O)(=O)Cc1ccc(C(=O)NCCCN2CCC(C)CC2)o1	?	.
CCCC(c1nnnn1CCOC)N1CCN(c2nc3ccccc3s2)CC1 (centres undefined)	10%	-7
CC1CN(c2oc(COc3ccc(Cl)cc3Cl)nc2C#N)CC(C)O1 (centres undefined)	?	.
CCOC(=O)C(Cc1ccc(NC(=O)/C(=C\c2ccccc2)NC(=O)c2ccccc2)cc1)N1C(=O)c2ccccc2C1=O (centres undefined)	?	.
CCOc1ccc(-c2nc(-c3ccccc3)no2)cc1OCC	4%	-12
COc1ccccc1CNC(=O)COC(=O)c1ccccc1-c1ccccc1	?	.
Cn1c(SCC(=O)N2CCCCC2)nc2c([nH]c3ccccc32)c1=O	?	.

Complete entries, looked up by structure. Order of values: S3 lipid droplet	S3 lipid droplet cell count max
`COC(=O)c1ccc2c(=O)n(CCN3CCOCC3)c(=S)[nH]c2c1` is entered as ?	.
`O=C(COc1ccc(C(=O)NCCN2CCOCC2)cc1)Nc1cccc(C(F)(F)F)c1` is entered as 16%	15
`CCOC(=O)C(Cc1ccc(NC(=O)/C(=C\c2ccccc2)NC(=O)c2ccccc2)cc1)N1C(=O)c2ccccc2C1=O` (centres undefined) is entered as ?	.

(listing goes on)
SMILES	S3 lipid droplet	S3 lipid droplet cell count max
CC(C)(C)N1C(=O)c2ccc(C(=O)Nc3cc(C(=O)O)cc(C(=O)O)c3)cc2C1=O	14%	24
CC(C)(C)/C(O)=C(/C#N)c1nc2ccccc2[nH]1	?	.
COc1cc(C(=S)N2CCOCC2)ccc1OS(=O)(=O)c1ccc(C)cc1	-29%	24
NC(=O)Nc1cccc2ccccc12	?	.
Cc1cccc(NC(=O)NNS(=O)(=O)c2ccc(F)cc2)c1	4%	16
O=C(CN(C(=O)CCC(=O)Nc1nccs1)c1ccccc1F)NCC1CCCO1 (centres undefined)	?	.
O=C(Nc1cc(Cl)ccc1Cl)C1CCCO1 (centres undefined)	4%	-1
CC(Cc1ccccc1)C(=O)Nc1ccc(Br)cc1 (centres undefined)	?	.
Cc1ccc(OCc2ccc(C(=O)Nc3ccc(S(N)(=O)=O)cc3)o2)cc1	?	.
CC1CCN(c2ccc(C(=O)NCc3cccs3)cn2)CC1	23%	-9
O=C(Nc1ccnn1C1CCN(Cc2ccc(Cl)cc2)CC1)C1CCCC1	21%	3
Nc1ccccc1SCC(=O)Nc1ccc2c(c1)OCO2	?	.
O=C(CN1CCN(Cc2ccc(Cl)cc2)C1=O)NCCCN1CCN(c2ccc(F)cc2)CC1	?	.
CCOCCc1nnc(NC(=O)C(C)Oc2ccccc2)s1 (centres undefined)	?	.
Cc1ccc(-n2c(=O)[nH]cc(C(=O)Nc3ccc4c(c3)OCCO4)c2=O)cc1C	i	.

Part of the list above, in CSV form.
structure,S3 lipid droplet,S3 lipid droplet cell count max
Cc1cccc(NC(=O)NNS(=O)(=O)c2ccc(F)cc2)c1,4%,16
CC1CCN(c2ccc(C(=O)NCc3cccs3)cn2)CC1,23%,-9
CC(C)(C)/C(O)=C(/C#N)c1nc2ccccc2[nH]1,?,.
CCOCCc1nnc(NC(=O)C(C)Oc2ccccc2)s1 (centres undefined),?,.

Fetched by structure from the entries so far:
SMILES	S3 lipid droplet	S3 lipid droplet cell count max
CCOc1ccc(-c2nc(-c3ccccc3)no2)cc1OCC	4%	-12
Cn1c(SCC(=O)N2CCCCC2)nc2c([nH]c3ccccc32)c1=O	?	.
COc1cc(C(=O)N(Cc2ccccc2)c2cccc(C)c2)ccc1OC(F)F	i	-36
COc1cc(Cl)ccc1OCc1cc(C(=O)NC(C)Cc2cccnc2)no1 (centres undefined)	-25%	-8

(cont.)
SMILES	S3 lipid droplet	S3 lipid droplet cell count max
O=C(COC(=O)c1ccc(C(F)(F)F)cc1)NC(=O)NC1CCCC1	?	.
O=C(c1cccnc1)N1CCN(Cc2ccc3ccccc3c2)CC1	15%	.
CCOc1cc(CNCCN(C)C)c(Cl)cc1OCC(=O)NCCc1ccccc1	?	.
COC(=O)C1CCN(S(=O)(=O)Cc2ccccc2)CC1	?	.
Cc1ccc2[nH]c(=O)c(CN(Cc3cccs3)C(=S)NCc3ccco3)cc2c1	12%	-7
Cc1cccc(S(=O)(=O)Nc2ccc(-n3c(C)nc4ccccc4c3=O)cc2)c1	i	-23
N#Cc1sc2nc(-c3cccs3)cc(-c3ccc(Cl)cc3)c2c1N	?	.
COc1ccc(NC(=O)CCN2C(=O)C3C4CCC(C4)C3C2=O)cc1 (centres undefined)	?	.
Cc1cccc(-n2nnc(C(=O)NCc3ccccc3Cl)c2N)c1	2%	-9
Cc1ccccc1NCCC(=O)Nc1ccc(Cl)cc1	i	7
COC(=O)Cn1c(O)c(N=NC(=O)c2ccc3c(c2)OCO3)c2ccccc21	14%	16
Cc1cc(C(=O)NNC(=O)CCCOc2ccccc2)c(C)o1	?	.
Cc1oc(-c2ccc(Cl)cc2)cc1C(=O)/C(C#N)=C/Nc1ccccc1	11%	10
O=C(COC(=O)c1ccc(Cl)nc1)NCc1cccs1	13%	3
Cc1ccccc1NC(=O)Cc1nnc(SCC(=O)N2CCN(c3ccccc3)CC2)n1C	18%	-6
CCOc1ccc(NC(=O)c2ccc(NS(=O)(=O)c3cccs3)cc2)cc1	i	3
N#Cc1ccc(NC(=O)Nc2ccc(Oc3ccc(NC(=O)Nc4ccc(C#N)cc4)cc3)cc2)cc1	?	.
CCn1c2ccccc2c2cc(NC(=O)COc3ccc(OC)cc3)ccc21	?	.
FC(F)Oc1ccc(-n2cc(-c3ccc(Cl)cc3)[n+]3c2CCCCC3)cc1	?	.
C=CCNC(=O)c1ccc2c(=O)n(Cc3ccccc3OC)c(=S)[nH]c2c1	?	.
CC(=O)Nc1ccc(C(=O)OCC(=O)N2CCN(C(=O)c3ccco3)CC2)cc1	?	.
Cc1ccc(-c2csc3ncn(CC(=O)NCC(c4ccco4)N4CCCC4)c(=O)c23)cc1 (centres undefined)	-20%	-25
O=C(Nc1ccccc1-c1ccccc1NC(=O)c1ccco1)c1ccco1	7%	5
CCOC(=O)c1sc(NC(=O)c2cccc(S(=O)(=O)N3CCN(C)CC3)c2)cc1C	?	.
Cc1cnc(C(=O)OCC(=O)Nc2cc(S(=O)(=O)N3CCCCC3)ccc2Cl)cn1	14%	0
CCC(C(=O)NC1CCCC1)N(C(=O)Cn1nnc(-c2ccc(C)o2)n1)c1ccc(F)cc1 (centres undefined)	?	.
CCCNC(=O)CCCN1C(=O)c2ccccc2Sc2ncccc21	?	.
O=C(c1ccccc1)c1c(O)cc(-c2ccccc2)oc1=O	?	.
COc1ccc(C2Nc3ccccc3C(=O)N2Cc2ccccc2)cc1 (centres undefined)	4%	8
Clc1cccc(N2CCN(Cc3ccc(Br)o3)CC2)c1	i	9
CCOc1cc(NC(=O)c2cccs2)c(OCC)cc1NC(=O)c1cccnc1	-6%	11
Cn1cc(CN2CCN(Cc3ccccc3)CC2)c(-c2cccc(Cl)c2)n1	10%	10
NC(=O)/C(=C/c1ccc2c(c1)OCO2)NC(=O)c1ccco1	?	.
Cc1cccc2sc(NNC(=O)c3ccc4c(c3)OCCO4)nc12	?	.
O=S(=O)(NC1CC1)c1ccc2c3c(cccc13)CC2	17%	17
Cc1ccc(NS(=O)(=O)c2ccc(C)c(C(=O)N3CCOCC3)c2)cc1	?	.
CC(C)n1cnnc1SCC(=O)NCC(=O)Nc1ccc(F)cc1	?	.
O=C(c1ccc(F)cc1)N1CCCC(C(=O)N2CCc3ccccc3C2)C1 (centres undefined)	?	.
CC(=O)Nc1ccc(S(=O)(=O)NCCC(=O)Nc2ncccc2C)cc1	?	.
CCN(CC)c1ccc(NC(=O)c2ccc3c(c2)OCO3)c(C)c1	?	.
O=C(COC(=O)CSc1ccccc1)NCCNC(=O)COC(=O)CSc1ccccc1	-6%	-12
Cc1ccc(NC(=O)COc2nc(C)cs2)cc1	?	.
CCOC(=O)CSc1nc2ccc(N3CCOCC3)cc2c(=O)n1Cc1ccccc1	?	.
N#C/C(=C/c1cc[nH]c1)C(N)=S	2%	.
